Calpain2 inh: inhibitors of pig calpain II, primary screen, biochemical, fluorogenic peptide substrate, 1536-well. purified calpain II, 30 min. inhibition, % at 16 µM. 0.37% of 220,000 active. AID 1236, 2008;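 active = inhibition above about 50%, limit read from the data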
Runt-CBFb FRET: inhibitors of RUNX1 Runt–CBFb binding, primary screen, biochemical, FRET, Cerulean-Runt, Venus-CBFb, uHTS. Runt-related transcription factor 1 (Homo sapiens) + Core-binding factor subunit beta …. Cerulean-Runt/Venus-CBFb FRET ratio 530/480, 1 h. inhibition, % at 20 µM. 0.46% of 220,000 active. AID 1496, 2009;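 active = inhibition over about 50% at 20 µM in the single-dose screen, limit read from the data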;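 note: 0% = DMSO wells and 100% = excess unlabeled CBFb competitor control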
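Assay system: Cerulean-tagged RUNX1 Runt domain (FRET donor) fusion protein / Amount: 100 nM each of Venus-CBFb and Cerulean-Runt domain / Medium: Tris buffer pH 7.5 with salts and BSA / Also added: Venus-CBFb 100 nM / Schedule: 1 h complex formation plus 1 h compound treatment, room temperature / Signal: FRET fluorescence / Read-out: loss of energy transfer signal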
EBV gp42 inh: Epstein-Barr virus gp42 inhibitors, primary screen, biochemical, uHTS, fluorescence polarization; Glycoprotein 42 (Epstein-Barr virus (strain AG876)), Q1HVG2; Fluorescence polarization binding assay, mP read-out; inhibition, % (tested at 21.74 µM); 0.42% of 220,000 active; in the data active = inhibition above about 50%
p97 ATPase inh: inhibitors of human p97 ATPase, primary screen, biochemical | AID 1481, 2009 | recombinant p97 ATPase, Kinase-Glo ATP luminescence, 3 h | Transitional endoplasmic reticulum ATPase (Homo sapiens), P55072 | 0.42% of 220,000 active | inhibition, % at 8 µM; in the data active = inhibition above about 15%;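 note: 0% = DMSO vehicle and 100% = wells lacking enzyme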
Target sequence (P55072 whole entry, looked up): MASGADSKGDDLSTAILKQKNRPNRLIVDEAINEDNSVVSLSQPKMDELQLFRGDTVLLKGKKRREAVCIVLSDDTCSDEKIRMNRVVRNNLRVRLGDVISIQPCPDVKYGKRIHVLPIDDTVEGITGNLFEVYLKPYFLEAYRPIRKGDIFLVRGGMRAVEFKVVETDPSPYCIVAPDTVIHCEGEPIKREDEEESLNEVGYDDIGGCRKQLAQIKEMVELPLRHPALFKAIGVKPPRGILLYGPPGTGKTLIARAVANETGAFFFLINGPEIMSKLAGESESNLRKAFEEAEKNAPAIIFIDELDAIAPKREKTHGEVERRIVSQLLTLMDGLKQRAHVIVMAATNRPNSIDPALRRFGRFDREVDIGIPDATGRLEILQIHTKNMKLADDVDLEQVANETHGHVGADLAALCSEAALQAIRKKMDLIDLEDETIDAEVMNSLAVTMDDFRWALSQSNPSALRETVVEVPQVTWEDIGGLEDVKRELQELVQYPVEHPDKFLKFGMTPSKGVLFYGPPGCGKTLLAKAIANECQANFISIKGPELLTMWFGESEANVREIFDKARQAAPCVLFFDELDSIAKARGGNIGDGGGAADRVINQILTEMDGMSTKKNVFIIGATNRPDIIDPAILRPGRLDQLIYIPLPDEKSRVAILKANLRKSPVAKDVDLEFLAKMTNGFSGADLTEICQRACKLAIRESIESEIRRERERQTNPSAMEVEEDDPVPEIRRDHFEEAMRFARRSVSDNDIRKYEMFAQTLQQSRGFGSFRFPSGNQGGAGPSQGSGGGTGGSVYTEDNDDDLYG
Runt-SMMHC FRET: inhibitors of RUNX1 Runt–CBFb-SMMHC binding, primary screen, biochemical, FRET, Cerulean-Runt, Venus-CBFb-SMMHC, uHTS. 0.74% of 220,000 active. AID 1434, 2008. inhibition, % at 20 µM. Cerulean-Runt/Venus-CBFb-SMMHC FRET ratio 530/480, 1 h;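 active = mean inhibition across duplicate retests at 20 µM reaching about 50%, limit read from the data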;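 note: 0% = DMSO wells and 100% = wells with excess untagged CBFb-SMMHC; inhibitors lower the FRET ratio by blocking Runt binding to CBFb-SMMHC; some results filed as inactive read as strong as hits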
p47phox inh: p47phox/p22phox peptide binding inhibitors, primary screen, biochemical, uHTS, NADPH oxidase regulatory subunit; fluorescence polarization, 2 h; Neutrophil cytosol factor 1 (Homo sapiens), P14598; 0.53% of 220,000 active; inhibition, % at 24.7 µM; AID 1274, 2008;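 active = inhibition above about 30%, limit read from the data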;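 note: 0% = p47phox with labelled peptide and 100% = labelled peptide alone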
TbHK1 inh: Trypanosoma brucei hexokinase 1 inhibitors, primary screen, biochemical, G6PDH-coupled NADH absorbance, MLSCN library. hexokinase 1 [Trypanosoma brucei]. AID 1430, 2008. 0.11% of 220,000 active. recombinant TbHK1, G6PDH-coupled NADH A340. inhibition, % at 10 µM;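 active = inhibition of 50% or more in the single-dose primary screen; inactive = inhibition below 50%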
RBBP9 inhibitor: human RBBP9 inhibitors, primary screen, biochemical, fluorescence polarization, FP-Rh probe, HTS; recombinant RBBP9; inhibition, % at 7.94 µM; 0.2% of 220,000 active; AID 1515, 2009;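 active = inhibition above the campaign mean of all tested compounds plus 3 SD, cut at about 14% in these data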;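 note: plate controls were DMSO wells with RBBP9 for no effect and wells lacking RBBP9 protein for full effect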
Target sequence (O75884 whole entry, looked up): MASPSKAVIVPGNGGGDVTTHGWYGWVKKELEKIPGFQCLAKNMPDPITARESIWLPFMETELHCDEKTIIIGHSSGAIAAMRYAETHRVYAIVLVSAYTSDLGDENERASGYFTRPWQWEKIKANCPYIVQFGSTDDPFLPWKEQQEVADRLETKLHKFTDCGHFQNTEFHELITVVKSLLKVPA
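System: RBBP9 protein | Quantity: 2.5 µM RBBP9 dispensing solution, before mixing | Reagent: FP-Rh probe, 375 nM dispensing solution | Timing: Enzyme-compound preincubation 30 min, then probe labeling 45 min, 25 °C | Measured by: Fluorescence polarization | Read-out: % inhibition | Replication: One well per compound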
Furin inhibitor: human furin inhibitors, primary screen, biochemical, fluorescence intensity; purified furin, fluorogenic substrate cleavage; inhibition, % at 30 µM; 0.061% of 220,000 active; AID 463115, 2010; in the data active = inhibition above about 25%; note: inactives centre near -15
* hit, by the source's call; . = no result given; [ ] = dose if it differs, or a comment.

SMILES	Calpain2 inh	Runt-CBFb FRET	EBV gp42 inh	p97 ATPase inh	Runt-SMMHC FRET	p47phox inh	TbHK1 inh	RBBP9 inhibitor	Furin inhibitor
CC(=O)c1ccccc1NC(=O)CC1(CC(=O)O)CCCCC1	13	0	-15	5	2	-10	-3	5	-20
Cc1ccc(S(=O)(=O)N[C@H](C(=O)N2CCC3(O)CCCCC3C2)c2ccccc2)cc1 (some centres undefined)	-1	-1	-11	-2	1	-10	-2	2	-22[20 µM]
O=c1c2ccc([N+](=O)[O-])cc2ncn1CCOc1cccc(Br)c1	-4	2	-4	2	2	-5	-1	4	-27
O=C(Nc1cccc2ncccc12)c1cccnc1	-37	3	4	2	-6	-8	-2	3	-18[20 µM]
O=C(O)C1C2CC3C(OC(=O)C31)C2Cl (centres undefined)	-5	1	-7	0	2	0	3	11	-4
CCOC(=O)N1CCN(C(=O)CSc2ccc(-c3cccc(OC)c3)nn2)CC1	-26	0	-17	1	-1	5	-8	-4	-12
COc1cccc(-c2noc(CCCC(=O)Nc3ccc(C(N)=O)cc3)n2)c1	-31	-3	-8	3	4	-6	-2	0	-24
Cc1cc(C)c2nc(-c3ccccn3)cc(C(=O)NCCc3ccc(S(N)(=O)=O)cc3)c2c1	-181	0	-6	5	4	-34	-7	-17	-22
CSc1nc(SCC(=O)NCC2CCCO2)c2c3c(sc2n1)CN(C)CC3 (centres undefined)	-39	6	-19	5	10	-2	-24	-8	-1
COc1cc(C)c(NC(=S)NCCCN2CCOCC2)cc1OC	3	2	12	1	4	-16	-2	-14	-19
CCCCS(=O)CC(O)COc1ccc(C(C)(C)C)cc1 (centres undefined)	-19	-4	-5	2	-6	-15	-5	-6	-10
Cc1cc(C)c(S(=O)(=O)Nc2ccc(O)c(Sc3ncn[nH]3)c2)c(C)c1	20	8	5	-6	7	7	0	-9	-9
COc1cccc(N2CCN(C(=O)c3ccc4nc(N5CCC(C)CC5)sc4c3)CC2)c1	15	-4	-7	0	2	-13	-12	-4	-1
Nc1c(Cl)ncnc1N/N=C/c1ccc(O)cc1	-7	9	-8	4	-3	-20	-95	7	-9
Cc1cc(NC(=O)c2cccs2)ncc1NC(=O)c1cccc(F)c1	-15	-1	-8	2	-2	-11	-4	8	-18
O=C(CN1C(=O)c2ccccc2S1(=O)=O)NC1CCCCCC1	-5	0	4	6	2	2	0	-4	-30
O=C(Cn1cc(C(=O)C(F)(F)F)c2ccccc21)NCc1ccco1	-6	-2	-8	1	4	-2	-11	1	-11
O=C(Nc1nc(-c2ccccc2)ns1)c1cccs1	22	0	-1	-2	-7	-15	-18	-6	-24
CC(C)CC(NC(=O)OC(C)(C)C)C(=O)O (centres undefined)	8	1	2	-6	1	1	0	-14	-13
O=C(c1ccccc1)N1CCN(C(=O)c2ccc([N+](=O)[O-])cc2)CC1	-7	1	3	5	-2	-7	1	-6	-22
O=C(C1CCN(S(=O)(=O)c2cnc[nH]2)CC1)N(CCc1ccccc1)Cc1ccccc1	7	0	1	1	3	-12	0	-2	-17
Nc1c(C(=O)NCc2ccccc2)c2nc3ccccc3nc2n1-c1ccc2c(c1)OCO2	-188	-8	-1	1	6	2	-12	-3	-15[20 µM]
NC(=O)CSc1nnc(-c2cccs2)n1Cc1ccco1	-29	1	-2	6	-1	-13	0	-7	-24
N#Cc1c(N)oc(-c2ccc3c(c2)OCO3)c1-c1ccc2c(c1)OCO2	-131	0	18	-5	-2	-25	-18	-8	1[20 µM]
Cc1ccnc(NC(=O)c2ccc(Cl)c(NC(=O)CCc3ccccc3)c2)c1	39	0	5	0	-2	-2	1	-4	-20
SMILES	Calpain2 inh	Runt-CBFb FRET	EBV gp42 inh	p97 ATPase inh	Runt-SMMHC FRET	p47phox inh	TbHK1 inh	RBBP9 inhibitor	Furin inhibitor
Cn1c(=O)c2c(nc(SCc3nn[nH]n3)n2Cc2ccccc2F)n(C)c1=O	-21	0	17	1	-4	-23	-1	3	-12[20 µM]
CCc1ccc(S(=O)(=O)NCc2cn3ccccc3n2)s1	-7	-3	-7	1	-5	-9	7	-10	-11[20 µM]
Cc1cc(C(=O)N/N=C\C(Br)=C\c2ccccc2)c(C)o1	6	2	-5	1	-3	-10	-29	-5	-8
Cc1ccc(Nc2nnc(SCc3cc(=O)n4cc(C)ccc4n3)s2)cc1	2	-7	-17	2	2	-3	30	0	-7
CSCCC1Nc2ccc(S(=O)(=O)N3CCOCC3)cc2NC1=O (centres undefined)	25	2	-14	-3	-1	5	-5	1	-21
O=c1oc(Nc2cccc(Cl)c2)nc2ccccc12	-28	0	4	3	2	-4	-2	-10	-10
CN1/C(=C\C(=O)CN2C(=O)NC3(CCCCCC3)C2=O)C(C)(C)c2ccccc21	-266	-1	-22	-4	-3	-113	-38	-4	-20[20 µM]
CN(C)CC1(c2ccccc2)CCCC1	-21	0	1	2	3	-7	-7	0	-16
CCn1nccc1C(=O)Nc1cc(Cl)cc(Cl)c1	-15	-1	-19	-4	4	-24	-5	-6	-17[20 µM]
CC(C)c1nnc(NC(=O)CCCC(=O)O)s1	2	4	-19	-2	0	2	6	-8	-10
COC(=O)C1=C(C)Nc2ncnn2C1c1cccnc1 (centres undefined)	-6	-2	-3	0	-1	-3	1	-6	-12[20 µM]
COCCn1c(-c2ccc(Cl)cc2Cl)nc2c(c(=O)c3ccccc3n2C)c1=O	-2	-2	-15	4	0	-8	-8	-4	-25
CCCCCOc1ccccc1C(=O)NCCC(=O)O	-1	0	4	0	-6	-1	-6	-4	-13[20 µM]
O=C(Oc1ccccc1)c1cccc2cccc(C(=O)Oc3ccccc3)c12	19	0	-6	11	-4	-8	-1	-10	-9
O=[N+]([O-])c1cnccc1Nc1cccc(F)c1	-1	-1	-11	1	0	-3	-4	-9	-22[20 µM]
CN(C)S(=O)(=O)c1ccccc1N=C=S	-3	1	-6	9	-1	-2	-10	16*	-22
NCCCC[C@H]1CNC(=S)N1CCCCC1CCCCC1	-19	-2	-2	5	-1	-8	8	-5	-33
O=C(NCCc1ccccc1)C1CCCN(C(=O)NC2CCCCC2)C1 (centres undefined)	-31	-2	7	-4	0	-8	3	-3	-19
CCC(CC)C(=O)Nc1cccc(C(=O)NC(C)(C)C)c1	-34	1	-12	3	1	-8	0	4	-26
C=CCNC(=O)COC(=O)c1ccccc1C(=O)N(C)C1CCCCC1	17	-3	3	2	-6	6	-1	-14	-17
COc1ccc(N(CN2C(=O)C3CCCCC3C2=O)C(=O)c2ccco2)cc1 (centres undefined)	13	1	-14	5	0	-9	-2	-8	7
Cc1nn(Cc2ccc(Cl)cc2)c(C)c1NC(=O)c1noc2c1CCCCC2	-1	0	-8	-3	-5	-13	-4	-6	-9
O=C(NCc1ccccn1)c1ccc(Cn2cc(Br)cn2)o1	15	2	-9	3	-4	-1	-4	-9	-17[20 µM]
CCOC(=O)c1cccc(NC(=O)CCn2cccc2)c1	-5	-1	-6	8	2	-11	0	0	-18
O=C(CN1C(=O)NC2(CCCCCCC2)C1=O)N1CCOCC1	-25	0	4	2	-4	-11	6	-14	-22
SMILES	Calpain2 inh	Runt-CBFb FRET	EBV gp42 inh	p97 ATPase inh	Runt-SMMHC FRET	p47phox inh	TbHK1 inh	RBBP9 inhibitor	Furin inhibitor
CN(Cc1ccccc1)C(=O)c1[nH]cnc1C(=O)N[C@@H](Cc1ccccc1)C(=O)OCc1ccccc1	32	-2	5	-4	-5	.	-4	-4	-11
O=C(c1cccc(Cl)c1Cl)N1CCN(c2ccccn2)CC1	-38	1	-11	3	0	-13	-6	-2	-10[20 µM]
Cn1c2c(c(=O)n(C)c1=O)C(c1cccc(Br)c1)C1C(=O)c3ccccc3C1=N2 (centres undefined)	.	.	.	8	.	.	-2	-13	-12[20 µM]
CCC1CCCCN1C(=S)NC(=O)c1cc(S(=O)(=O)N2CCOCC2)ccc1C (centres undefined)	2	1	0	-6	1	4	1	-8	-10
COc1cc2c(cc1OC)CN(C(=O)c1cc(=O)c3ccccc3o1)CC2	-32	3	-23	1	0	-3	0	-4	-9[20 µM]
O=C1CC(c2cccc(Cl)c2)CC(O)=C1C=Nc1cccc(Cl)c1 (centres undefined)	0	-3	-14	-1	0	-141	-10	-8	-12
O=C(O)C1CCCCC1C(=O)OCCCCOC(=O)C1CCCCC1C(=O)O (centres undefined)	10	-1	-20	-4	0	-12	-4	-6	-18
Cn1ncc(Br)c1C(=O)N1CCOCC1	-9	-4	-12	4	1	0	1	-8	-28
COCCSc1ccccc1C(=O)Nc1cc(C)ccn1	0	1	3	3	-1	-4	36	-3	5
Cc1ccc(S(=O)(=O)N2CCC(C(=O)Nc3ccc4c(c3)OCO4)CC2)cc1	16	3	5	-1	0	-9	-2	-2	-12[20 µM]
CCOC(=O)/C(=C/c1ccc(OC(=O)c2ccncc2)cc1)C(C)=O	-4	0	-6	2	0	1	-11	-6	-19
C(=C\c1nc(N2CCCC2)c2ccccc2n1)/c1ccccc1	22	1	2	-7	1	-19	-16	-8	6
CCC(c1nnnn1Cc1ccccc1)N1CCN(C(=O)c2ccco2)CC1 (centres undefined)	-14	0	4	2	-3	-2	1	-7	-12
COc1cc(C2Sc3ccccc3NC3=C2C(=O)OC3)cc(OC)c1OC (centres undefined)	2	-4	0	5	0	-11	0	2	-19[20 µM]
CC(=O)Nc1ccc(S(=O)(=O)NC(C)C(=O)NC(C)c2ccccc2)cc1 (centres undefined)	-2	29	-17	8	12	-11	0	0	-7
CCN(CC)C(=S)Nc1ccc(OC(F)F)cc1	-8	-3	-9	1	-1	-16	-4	-1	-31
COc1ccc(NC(=O)c2ccco2)cc1S(=O)(=O)N1CCOCC1	7	0	-13	6	1	-7	9	1	-20
COc1cccc(CN(C)C(=O)c2cc(COc3c(F)cccc3F)on2)c1	26	-1	-12	-3	2	-12	-4	-9	-8
Cn1c(=O)c2c(nc(SCCCC#N)n2Cc2c(F)cccc2Cl)n(C)c1=O	2	-1	-11	6	1	-10	4	-5	-23

An excerpt from above in order of their number in TbHK1 inh, descending.
smiles | Calpain2 inh | Runt-CBFb FRET | EBV gp42 inh | p97 ATPase inh | Runt-SMMHC FRET | p47phox inh | TbHK1 inh | RBBP9 inhibitor | Furin inhibitor
COCCSc1ccccc1C(=O)Nc1cc(C)ccn1 | 0 | 1 | 3 | 3 | -1 | -4 | 36 | -3 | 5
CN(Cc1ccccc1)C(=O)c1[nH]cnc1C(=O)N[C@@H](Cc1ccccc1)C(=O)OCc1ccccc1 | 32 | -2 | 5 | -4 | -5 | . | -4 | -4 | -11
O=C(c1cccc(Cl)c1Cl)N1CCN(c2ccccn2)CC1 | -38 | 1 | -11 | 3 | 0 | -13 | -6 | -2 | -10[20 µM]
